Assay outcomes: PubChem BioAssay, several laboratories
WT yeast gro inh: growth inhibition of WT yeast, mitochondrial fusion screen; mitochondrial fusion phenotypic screen, WT strain; actives 2.1% (n = 190,000); inhibition, % at 10 µM; AID 1362; in the data active means inhibition above about 58%; tested in S. cerevisiae
T cell modulator: T cell immune modulators affecting CD8 T cell-vesicle binding; 2C CD8+ T cell-vesicle binding, flow cytometry; hits give low values; calls only at 7 µM; actives 0.068% (n = 330,000);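 active means response, share of CD8 T cells binding vesicles, and their 90th percentile fluorescence all below set limits, cut at about 80% in these data, passing the limit was not always enough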
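Also added: QL9-peptide-loaded Drosophila micro-vesicles bearing Ld, ICAM-1 and B7-1; Test system: purified 2C TCR transgenic mouse naive CD8+ T cells; Measured by: cytometric PE anti-B7-1 and Alexa647 anti-CD8 signals after 1% paraformaldehyde fixation; Timing: binding step 1.5 h, 37 °C, antibody labelling 20 min, ice.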
SV40 large T antigen: TAg ATPase/helicase activity blockers – biochemical (AID 1903). actives 0.39% (n = 310,000). inhibition, % at 20 µM, or IC50 in µM where a hit was titrated. SV40 large T antigen ATPase/helicase inhibition assay; higher % means a stronger effect; in the data active means a potency from the dose series; inconclusive means inhibition mostly from about 32% at the one dose, without a potency; inactive means the rest, 99 in 100 with inhibition below about 32%; further: strong numbers were not always called active
RSV CPE inhibition: RSV antiviral activity via CPE protection, HEp-2 cells, primary 10 µM value included (AID 2391) | HEp-2 cells, RSV-induced CPE inhibition; higher % means a stronger effect | one-dose CPE inhibition, % at 10 µM; IC50 in µM for titrated hits | actives 0.13% (n = 310,000); in the data active means a potency from the dose series; inconclusive means CPE inhibition mostly from about 23% at the one dose, without a potency; inactive means the rest, 99 in 100 with CPE inhibition below about 21%; further: strong numbers were not always called active
Myeloid diff MLP: myeloid differentiation induction; actives 1% (n = 360,000); calls only at 10 µM; AID 624256; ER-HoxA9 myeloid progenitors, lysozyme-GFP differentiation, flow cytometry;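 active means normalized GFP-positive differentiation at or above the plate's own cutoff, the solvent-only control mean plus 3 SD; inconclusive means no clear call, values can overlap the other calls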;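 further: cells exposed to compound for four days before flow analysis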
West Nile virus CPE: inhibition of WNV-induced cytopathic effect – cell-based, CPE readout (AID 1621); West Nile virus-infected cells, CPE inhibition; higher % means a stronger effect; one-dose CPE inhibition, % at 10 µM; IC50 in µM for titrated hits; actives 0.02% (n = 290,000); in the data active means a potency from the dose series; inconclusive means CPE inhibition mostly from about 3.7% at the one dose, without a potency; inactive means the rest, 99 in 100 with CPE inhibition below about 2.2%; further: strong numbers were not always called active
PhoP inhibition: inhibitors of PhoP regulon expression, primary screen, Salmonella Typhimurium, GFP reporter (AID 1863). S. Typhimurium PhoP-regulated promoter GFP reporter, 4 h; higher % means a stronger effect. one-dose inhibition, % at 50 µM; IC50 in µM for titrated hits. actives 0.16% (n = 300,000);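 active means inhibition over 29.93%, a cutoff 3 SD above the screen mean, later confirmed by dose response; inconclusive means inhibition over 29.93% but no dose response follow-up; inactive means inhibition at most 29.93% or unconfirmed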;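 further: 0% = low Mg2+ inducing control and 100% = high Mg2+ repressing control; strong numbers were not always called active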
b-catenin transl: modulators of beta-catenin nuclear translocation; AID 1665; HeLa beta-catenin nuclear translocation, immunofluorescence imaging; nuclear translocation activity, % at 5 µM; actives 0.3% (n = 190,000);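 active means nuclear translocation activity above 50% at 5 µM, with a well cell count of 50 or more; inconclusive means wells under 50 cells across six images, flagged as toxic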;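 further: per-cell ratio of nuclear to cytoplasmic median beta-catenin stain intensity; plate controls were DMSO negative control for no effect and GSK-3 inhibitor IX positive control for full effect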
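Signal – beta-catenin immunofluorescence imaging with DAPI · Test system – human HeLa cell line · Dosing – 5 µM primary single dose, 0.1% DMSO, 0.02–20 µM confirmation series · Measure – % activation, nuclear-to-cytoplasmic median beta-catenin signal ratio per cell · Incubation – 24 h compound exposure at 37°C, 5% CO2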
MgcRacGAP inhibition: MgcRacGAP GTPase-activating activity inhibitors, confirmation, biochemical, ADP Hunter fluorescence | MgcRacGAP-stimulated Rac1 GTP hydrolysis, ADP Hunter fluorescence; higher % means a stronger effect; GST-tagged Rac1 F28L mutant substrate | one-dose inhibition, % at 30 µM; IC50 in µM for titrated hits | actives 0.6% (n = 340,000) | AID 624330;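 active means first-screen hits whose inhibition reached a set limit at any dose in the follow-up dose series; inconclusive means inhibition above the set first-screen limit but never retested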;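 further: fluorescence reports GDP produced by GAP-driven GTP hydrolysis; strong numbers were not always called active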
WT yeast gro inh mutant strain: recorded beside WT yeast gro inh, whose call it bears; inhibition, %; mitochondrial fusion phenotypic screen, mutant strain inhibition
b-catenin transl cell count 5 µM: also measured in b-catenin transl; calls as there; cell count; measured here: cell count, cytotoxicity flag
T cell modulator vesicle-bound %: second read-out of T cell modulator, no call of its own (marks repeat the call); double positive events, %; measured here: CD8+ vesicle-bound cell fraction;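 binding gate set so that unloaded-vesicle control wells show 10% double positive cells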
Myeloid diff MLP GFP+ MAC1+ %: also measured in Myeloid diff MLP; calls as there; GFP+ MAC1+ double positive, %; measured here: differentiation confirmed by MAC1 staining
Active calls of the source: *; i = inactive; u = inconclusive; x = no result given; + = active, no number.

SMILES	WT yeast gro inh	WT yeast gro inh mutant strain	T cell modulator	T cell modulator vesicle-bound %	SV40 large T antigen	RSV CPE inhibition	Myeloid diff MLP	Myeloid diff MLP GFP+ MAC1+ %	West Nile virus CPE	PhoP inhibition	b-catenin transl	b-catenin transl cell count 5 µM	MgcRacGAP inhibition
O=C(CSc1nnc(CNc2ccccc2)o1)N1CCc2ccccc21	-5.3	-6.8	i	17.3	0.4%	0.3%	i	3.2	-0.2%	3.2%	-3.3	1207	4.2%
O=C(Nc1nc2ccccc2n1Cc1ccc(Cl)cc1)c1ccco1	-6.2	-16.8	i	31.7	18.6%	0.7%	i	5.8	1.4%	0.2%	-1.2	999	8.3%
Cc1noc(C)c1C(=O)N1CCOCC1	-9.5	-24.7	i	30.8	7.3%	-0.5%	i	0.3	-0.1%	2.3%	x	x	4.0%
COc1ccc(C(C)=O)cc1COc1ccccc1[N+](=O)[O-]	3.2	-33.2	i	49.0	0.3%	-0.2%	i	0.9	-0.2%	-16.7%	4.2	937	6.0%
Cc1nn(-c2ccccc2)c2c1C(c1ccc([N+](=O)[O-])cc1)C(C#N)=C(N)O2 (stereo unspecified)	x	x	i	59.1	23.3%	1.8%	x	x	-0.2%	-1.8%	-3.3	1151	11.3%
CCCCn1cc([N+](=O)[O-])nc1C	x	x	i	11.1	2.6%	0.9%	i	0.8	0.1%	-9.1%	-0.7	1285	-0.3%
COc1cccc(CN2CCNC(=O)C2CC(=O)NCc2cn3cccc(C)c3n2)c1OC (stereo unspecified)	-3.9	-4.1	i	53.1	7.2%	-0.3%	x	x	-0.3%	3.8%	0.9	1040	4.5%
CCOC(=O)c1cn(Cc2ccccc2)c(C(=O)OC(C)(C)C)c1O	x	x	i	13.6	19.6%	-0.2%	i	0.4	0.1%	2.1%	x	x	10.8%
CN1CCN(C(=O)c2ccccc2NC(=O)C(C)(C)C)CC1	-12.1	-6.2	i	45.6	2.6%	0.9%	i	1.9	0.5%	-5.5%	-1.2	1243	0.9%
COc1ccccc1Nc1nc(C2(C)CCC(=O)O2)cs1 (stereo unspecified)	-4.4	-4.0	i	12.6	1.7%	0.8%	i	1.3	0.1%	2.9%	-2.2	1117	2.8%
Cc1ccc(S(=O)(=O)N2[C@@H](c3ccc(Cl)cc3)C(C(=O)O)=CC[C@H]2c2ccc(C(C)C)cc2)cc1	x	x	i	7.9	60.4µM*	17.2%	i	1.8	x	x	x	x	6.8%
C/C=C/c1ccc(OCCCNC)c(OC)c1	10.7	-6.9	i	17.9	10.2%	4.3%	i	2.0	-0.6%	11.5%	-3.2	1045	u
Cc1nnc2n(Cc3ccccc3)c(=O)c3c4c(sc3n12)COC(C(C)C)C4 (stereo unspecified)	-10.9	-7.9	i	56.6	7.2%	33.4%	i	0.9	0.1%	-0.7%	-1.1	1269	10.9%
O=S(=O)(c1ccc(Cl)cc1)N1CCC(N2CCOCC2)CC1	-6.3	-4.5	i	44.9	6.9%	-2.0%	i	0.6	0.2%	15.8%	-2.1	1151	29.3%
O=C(NCCc1nc2ccccc2[nH]1)/C(=C/c1ccc2c(c1)OCO2)NC(=O)c1ccccc1Cl	-3.1	-10.3	i	52.9	2.8%	1.9%	i	1.2	0.3%	1.5%	-2.7	516	7.4%
Cc1cccc(N(C(=O)c2snc(C(N)=O)c2N)C(C(=O)NCC2CCCO2)c2ccc(N(C)C)cc2)c1C (stereo unspecified)	x	x	+	13.9*	4.2%	1.1%	i	1.5	-0.4%	-7.0%	x	x	11.0%
Nc1ccc(S(=O)(=O)N2CCc3ccccc32)cc1	x	x	i	61.9	6.3%	4.3%	i	1.1	1.8%	-0.2%	x	x	13.6%
Cc1ccc(SCCC(=O)Nc2ccccc2C(=O)N2CCOCC2)cc1	-4.3	-20.2	i	47.8	3.7%	2.3%	i	1.1	-0.9%	7.1%	2.7	464	4.5%
Cc1[nH][nH]c(=O)c1C(c1ccc(-c2ccccc2C(=O)O)o1)c1c(C)[nH][nH]c1=O	4.8	12.4	i	3.1	8.0%	-0.9%	i	0.1	0.3%	-3.5%	0.9	960	9.2%
COc1cc(OC)cc(C(=O)NNc2nc3cc4c(cc3s2)OCO4)c1	5.4	-2.4	i	23.3	21.0%	7.7%	i	2.0	0.2%	16.2%	-5.1	612	11.8%

Compounds listed so far with a nitro group on carbon (3):
SMILES	WT yeast gro inh	WT yeast gro inh mutant strain	T cell modulator	T cell modulator vesicle-bound %	SV40 large T antigen	RSV CPE inhibition	Myeloid diff MLP	Myeloid diff MLP GFP+ MAC1+ %	West Nile virus CPE	PhoP inhibition	b-catenin transl	b-catenin transl cell count 5 µM	MgcRacGAP inhibition
COc1ccc(C(C)=O)cc1COc1ccccc1[N+](=O)[O-]	3.2	-33.2	i	49.0	0.3%	-0.2%	i	0.9	-0.2%	-16.7%	4.2	937	6.0%
Cc1nn(-c2ccccc2)c2c1C(c1ccc([N+](=O)[O-])cc1)C(C#N)=C(N)O2 (stereo unspecified)	x	x	i	59.1	23.3%	1.8%	x	x	-0.2%	-1.8%	-3.3	1151	11.3%
CCCCn1cc([N+](=O)[O-])nc1C	x	x	i	11.1	2.6%	0.9%	i	0.8	0.1%	-9.1%	-0.7	1285	-0.3%

Other entries:
SMILES	WT yeast gro inh	WT yeast gro inh mutant strain	T cell modulator	T cell modulator vesicle-bound %	SV40 large T antigen	RSV CPE inhibition	Myeloid diff MLP	Myeloid diff MLP GFP+ MAC1+ %	West Nile virus CPE	PhoP inhibition	b-catenin transl	b-catenin transl cell count 5 µM	MgcRacGAP inhibition
Cc1ccc(Cn2c(N3CCCCCC3)nc3c2c(=O)[nH]c(=O)n3C)cc1	-4.8	15.7	i	54.0	9.8%	1.6%	i	0.0	-0.2%	-6.7%	-0.2	816	10.2%
Cc1ccc(Nc2nc3ccccc3n3cnnc23)c(Cl)c1	x	x	i	31.7	4.8%	2.3%	i	0.1	0.4%	12.0%	x	x	5.8%
COc1ccc(C2C3C=CCC(c4cccc(-c5ccc(C)cc5)c4)C3C(=O)N2Cc2ccccc2)cc1Cl (stereo unspecified)	x	x	i	30.6	8.1%	3.9%	i	3.3	0.2%	1.9%	-3.7	1191	4.6%
CC1(C(=O)NNC(=O)C2CCCCC2)CC1(Cl)Cl (stereo unspecified)	x	x	i	2.8	1.4%	1.5%	i	0.5	-0.1%	-8.4%	-1.3	1317	2.7%
Clc1ccc(Nc2cc(-c3ccccc3)nc3ncnn23)cc1	x	x	i	37.6	1.1%	1.6%	i	0.2	1.5%	-11.8%	-0.3	1328	x
CCNc1c(C(=O)O)ccc2c1C(=O)c1ccccc1C2=O	43.2	41.4	i	47.2	3.4%	2.1%	i	0.7	-0.5%	28.6%	0.1	1112	7.7%
CCOP(=O)(c1ccccc1)c1nc(-c2ccccc2C)oc1NCc1ccccc1 (stereo unspecified)	x	x	i	26.8	13.4%	8.0%	i	0.2	-0.6%	-1.1%	3.6	1299	11.4%
COc1ccc(-c2cc(C(=O)O)c3ccccc3n2)c(OC)c1	5.7	-6.1	i	40.9	1.4%	0.2%	i	0.6	0.2%	-1.2%	0.0	1029	8.5%
Cc1cc(C)cc(-n2c(C)cc(C(=O)CSc3nnnn3C)c2C)c1	-13.2	-3.5	i	39.2	0.3%	16.6%	i	0.6	-0.4%	3.3%	x	x	7.7%
O=C(CN1C(=O)COc2ccccc21)NNC(=O)Nc1ccccc1F	x	x	i	45.1	0.4%	0.8%	i	0.2	-0.6%	11.1%	x	x	5.2%
Cc1ccccc1N=C(NO)c1cccnc1	x	x	i	23.4	4.9%	0.2%	i	0.4	0.0%	9.9%	x	x	4.7%
CCc1ccccc1NC(=O)NC(C)c1ccc2c(c1)OCO2 (stereo unspecified)	x	x	i	13.3	9.7%	0.2%	i	0.9	-0.3%	-11.9%	x	x	5.6%
COc1ccc2[nH]c(=O)c(CN(CCc3ccccc3)Cc3nnnn3CC3CCCO3)cc2c1 (stereo unspecified)	7.7	-0.4	i	34.2	11.6%	1.8%	i	2.1	0.6%	-0.6%	-3.6	726	1.2%
N#C/C(=C\c1ccc(O)cc1)C(=O)NCc1cccc(Cl)c1	x	x	i	45.2	8.7%	-0.7%	i	0.6	0.6%	-3.4%	x	x	5.9%
COc1ccccc1-c1csc(NC(=O)c2cc(-c3cccs3)nc3ccccc23)n1	5.1	-3.0	i	30.4	6.8%	2.8%	i	0.5	-1.1%	1.2%	-2.1	1001	-5.4%
O=C1C2CC=C(Cl)CC2C(=O)N1CNc1ccccn1 (stereo unspecified)	-3.6	5.5	i	50.2	-4.5%	1.2%	i	0.9	x	5.9%	3.6	1150	7.5%
COc1cccc2sc3ccc(C#CC4(O)CCCCC4)cc3c(=O)c12	x	x	i	32.7	19.0%	40.7%	i	0.6	1.6%	-11.8%	x	x	4.8%
Cc1onc(-c2ccccc2Cl)c1C(=O)Nc1c(C)n(C)n(-c2ccccc2)c1=O	4.0	-0.4	i	26.2	1.9%	-1.7%	i	2.2	-0.7%	4.5%	-0.9	899	2.2%
CC1(C)CC(=O)c2cnc3c(C#N)cnn3c2C1	-2.0	0.9	i	49.8	0.0%	1.2%	i	0.4	1.3%	-8.9%	0.4	1474	8.1%
Cc1ccc(CN(C)Cc2cc(=O)oc3cc(C)c(Cl)cc23)cc1	x	x	i	29.0	-6.3%	12.6%	i	0.6	-1.3%	11.8%	x	x	8.8%
O=C(NCc1ccccn1)C(=O)NN=C1CCCCCCCCCCC1	-0.7	-6.3	i	54.1	16.9%	-0.2%	i	0.2	0.2%	1.7%	-0.1	1545	4.4%
COC(=O)c1c2c(nc3ccccc13)CCC2	-3.9	3.3	i	65.2	11.2%	0.9%	i	1.1	0.5%	-3.0%	x	x	-2.8%
O=C(CO/N=C/c1ccccc1O)NNC(=O)c1ccccc1Cl	-5.5	1.9	i	44.9	13.7%	1.6%	i	1.0	-0.2%	2.7%	-0.4	563	3.5%
